Screening results as filed in PubChem BioAssay.
E-selectin induc: E-selectin induction in HUVECs, primary screen, imaging, HUVEC, immunofluorescence imaging, single point | P16581 | normalized: neutral wells 0, TNF-alpha wells 100 | activation, % at 7.58 µM | 260,000 compounds, 0.37% hits;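 active means mean E-selectin-positive cell signal at least 10% of the positive control, reached in at least 60% of replicates, without over 20% cell loss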;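 further: in these data hits start at about 27%; measured in HUVEC primary endothelial cells; signal is the percent of cells scored E-selectin positive by PE staining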
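Test system: HUVEC; input: 3,000 HUVEC/well; measured by: immunofluorescence imaging; read-out: % PE-positive cells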
esBAF inh: Bmi1 luciferase reporter increase in mESCs, primary screen, esBAF inhibitor project, mouse ES cells, Bmi1 luciferase knock-in, single point; 24 h; 100% = twice the neutral-well signal; reporter increase, % at 12.5 µM; AID 602393, 2012; 350,000 compounds, 2% hits; in the data active means activation above about 40%;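 further: 0% = median of the plate's neutral control wells and 100% = double that signal; a rise in the Bmi1 reporter signal indicates esBAF inhibition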
S100A4 MyoIIA: inhibitors of S100A4-myosin IIA peptide binding, primary screen, biochemical, fluorescence polarization, TAMRA-MyoIIA peptide. 360,000 compounds, 0.14% hits. Protein S100-A4 (Homo sapiens), P26447. inhibition, % at 10.7 µM. AID 652163, 2013;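 active means mean inhibition of at least 70% across replicates, with every replicate also reaching that level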
Target sequence (P26447 whole entry, looked up): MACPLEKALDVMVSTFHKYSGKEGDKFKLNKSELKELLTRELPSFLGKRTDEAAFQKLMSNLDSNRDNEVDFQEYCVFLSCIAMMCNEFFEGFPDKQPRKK
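Assay system: human S100A4 monomer with TAMRA-labelled myosin IIA peptide / Buffer or medium: Calcium-containing HEPES buffer, pH 7.2 / Reagent: TAMRA-labelled myosin IIA heavy-chain peptide probe, 5 nM / Compound: one dose per compound / Timing: polarization read 5 min after assay mix addition, stable 5–60 min / Benchmarks: neutral control DMSO, positive control TFP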
ERAP1 inh: human ERAP1 aminopeptidase inhibitors, primary screen, biochemical, single point, plate reader. AID 652197, 2013. 340,000 compounds, 0.15% hits. inhibition, % at 10.7 µM. recombinant ERAP1, Leu-AMC fluorescence, 60 min;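 active means mean replicate inhibition of at least 30%, or all replicates individually reaching that 30% level; inactive means mean below 30% and not every replicate reaching it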;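 further: 0% = neutral control wells and 100% = L-leucinethiol positive control wells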
Target sequence (Q9NZ08 whole entry, looked up): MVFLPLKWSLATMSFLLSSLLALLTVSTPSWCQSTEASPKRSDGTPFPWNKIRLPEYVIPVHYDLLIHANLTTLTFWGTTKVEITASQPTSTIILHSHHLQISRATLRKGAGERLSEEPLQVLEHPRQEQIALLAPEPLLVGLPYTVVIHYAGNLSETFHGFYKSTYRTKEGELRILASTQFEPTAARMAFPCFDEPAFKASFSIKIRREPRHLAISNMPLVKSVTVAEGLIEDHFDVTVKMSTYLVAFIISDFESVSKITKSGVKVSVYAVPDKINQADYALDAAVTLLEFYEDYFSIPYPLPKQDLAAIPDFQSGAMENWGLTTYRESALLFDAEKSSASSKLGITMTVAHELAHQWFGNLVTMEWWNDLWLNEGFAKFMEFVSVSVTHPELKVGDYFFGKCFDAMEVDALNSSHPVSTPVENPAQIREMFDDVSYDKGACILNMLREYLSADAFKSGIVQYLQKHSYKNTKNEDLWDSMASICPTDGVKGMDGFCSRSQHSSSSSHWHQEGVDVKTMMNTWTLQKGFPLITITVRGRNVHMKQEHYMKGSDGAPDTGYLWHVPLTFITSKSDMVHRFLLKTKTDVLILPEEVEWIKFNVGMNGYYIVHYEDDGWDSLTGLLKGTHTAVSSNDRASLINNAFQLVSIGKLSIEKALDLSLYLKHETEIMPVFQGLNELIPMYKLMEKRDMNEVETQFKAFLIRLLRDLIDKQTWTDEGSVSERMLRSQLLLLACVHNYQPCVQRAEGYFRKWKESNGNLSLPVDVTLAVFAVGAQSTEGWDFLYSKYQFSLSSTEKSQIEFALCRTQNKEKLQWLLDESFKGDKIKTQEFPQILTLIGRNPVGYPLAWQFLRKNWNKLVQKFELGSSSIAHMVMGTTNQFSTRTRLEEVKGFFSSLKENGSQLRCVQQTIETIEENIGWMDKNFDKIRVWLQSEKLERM
Xi reactivation: activators of inactive X chromosome reactivation, primary screen, imaging, XiGFP fibroblasts, GFP high-content imaging, set 2 | XiGFP mouse fibroblasts, % GFP-positive cells imaging, 3 d; cells co-treated with 5-aza-dC sensitizer; scaled so ellipticine positive control = 100% | activation, % at 7.58 µM | 360,000 compounds, 0.055% hits | AID 743238, 2013;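 active means mean normalized replicate activation at least 10% and every replicate at or above 10%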;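 further: 0% = median of on-plate neutral control wells and 100% = ellipticine 6 µM median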
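System: 68-5-11 XiGFP fibroblast line | Buffer or medium: DMEM containing 5-aza-dC | Compound: Single point | Times: Compounds 3 days, fix/stain 15 min at room temperature | Benchmarks: Positive control ellipticine, 6 µM final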
RAD52 anneal inh: RAD52 DNA annealing inhibitors, primary screen, biochemical, FRET, single point, set 2. recombinant RAD52 DNA annealing, FRET fluorescence. inhibition, % at 18.7 µM. 360,000 compounds, 0.46% hits;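 active means every replicate showing at least 50% inhibition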
RAD54 inh: inhibitors of human RAD54 branch migration, primary screen, biochemical, fluorescence, single point | DNA repair and recombination protein RAD54-like (Homo sapiens), Q92698 | RAD54 Holliday junction branch migration, FAM/BHQ fluorescence | inhibition, % at 10.4 µM | 360,000 compounds, 0.14% hits | AID 602329, 2012;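 active means mean normalized replicate activity at least 40 and at least half of replicates scoring 40 or more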;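 further: 0% = median of neutral control wells and 100% = median of positive control wells; inhibitors cause a drop in the FAM fluorescence signal; in these data hits start at about 50%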
ERp5 block: inhibitors of ERp5-driven insulin aggregation, primary screen, biochemical, turbidity, absorbance 650 nm, single point; Protein disulfide-isomerase A6 (Homo sapiens), Q15084; 90 min; inhibition, % at 9.99 µM; 350,000 compounds, 0.05% hits;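 active means mean replicate inhibition above about 25%, with every replicate also reaching it, limit read from the data, passing the limit was not always enough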
* = called active by the depositor; · = not tested or not shown.

nr	smiles	E-selectin induc	esBAF inh	S100A4 MyoIIA	ERAP1 inh
1	COc1ccc(Cl)cc1NC(=O)NNC(=O)C(=O)Nc1ccc(F)cc1	·	·	-9	-11
2	O=c1nc(Nc2ccc(OCc3ccccc3)cc2)sc2ncccc12	0.0	6	2	-4
3	C[C@@H]1CN([C@H](C)CO)C(=O)Cc2cc(NS(=O)(=O)c3cccs3)ccc2O[C@@H]1CN(C)C(=O)NC1CCCCC1	0.1	4	0	-3
4	Cc1noc(C)c1COc1ccc(C(=O)Nc2ncccc2O)cc1	·	0	0	2
5	COc1ccc(S(=O)(=O)Nc2ccc3c(c2)C(=O)N([C@@H](C)CO)C[C@H](C)[C@@H](CN(C)C(=O)NC2CCCCC2)OCCCC[C@H](C)O3)cc1	·	3	-20	0
6	CCCS(=O)(=O)NC(=O)C1(C)CCCN(C(=O)c2c(-c3ccccc3)noc2C)C1 (centres undefined)	·	-7	0	3
7	COc1ccc(NC(=O)NNC(=O)COc2cc(C)c(Cl)c(C)c2)c(OC)c1	0.3	·	-2	1
8	O=[N+]([O-])c1cc([N+](=O)[O-])c(Oc2cccnc2Br)cc1NN1CCCCC1	-0.8	-4	0	0
9	CCCCn1c(=O)nc2n(-c3ccc(C)cc3)c3ccccc3cc-2c1=O	·	·	1	-3
10	O=C(CSc1ccc([N+](=O)[O-])cn1)Nc1ccc(N2CCOCC2)c(Cl)c1	1.3	·	-6	1

nr	Xi reactivation	RAD52 anneal inh	RAD54 inh	ERp5 block
1	0.0	-12	0	-4
2	0.1	-18	11	7
3	-0.1	-4	7	18
4	0.2	-3	·	-1
5	-0.1	-46	-2	0
6	0.1	-2	2	3
7	0.1	1	-8	-4
8	0.0	5	-2	2
9	0.0	-32	0	-6
10	0.6	-15	·	-1

Full records, looked up by structure. Values in the order: E-selectin induc | esBAF inh | S100A4 MyoIIA | ERAP1 inh | Xi reactivation | RAD52 anneal inh | RAD54 inh | ERp5 block
Results for COc1ccc(NC(=O)NNC(=O)COc2cc(C)c(Cl)c(C)c2)c(OC)c1 : 0.3 | · | -2 | 1 | 0.1 | 1 | -8 | -4
Results for O=c1nc(Nc2ccc(OCc3ccccc3)cc2)sc2ncccc12 : 0.0 | 6 | 2 | -4 | 0.1 | -18 | 11 | 7
Results for CCCS(=O)(=O)NC(=O)C1(C)CCCN(C(=O)c2c(-c3ccccc3)noc2C)C1 (centres undefined) : · | -7 | 0 | 3 | 0.1 | -2 | 2 | 3

(listing goes on)
nr	smiles	E-selectin induc	esBAF inh	S100A4 MyoIIA	ERAP1 inh
11	CCCNC(=O)N[C@H]1C=C[C@H](CC(=O)N2CCN(C)CC2)O[C@H]1CO	0.0	3	0	2
12	OCC[C@H]1C[C@H](O)[C@@H](O)[C@]2(OCCc3ccccc32)O1	0.3	8	-2	2
13	Cc1ccccc1-c1cc(C(=O)N2CCCC2)c2ccccc2n1	-0.5	-5	5	3
14	O=C(CC1CC1)N1CC(=O)N2[C@@H](CO)[C@@H](c3ccc(C#Cc4cccc(F)c4)cc3)[C@@H]2C1	0.1	·	-1	-3
15	CCCC#Cc1cnc2c(c1)C(=O)N([C@@H](C)CO)C[C@H](C)[C@@H](CN(C)S(=O)(=O)c1ccccc1)O2	0.0	2	12	-1
16	COc1ccc(NC(=O)Nc2ccc3c(c2)[C@H]2C[C@H](CC(=O)NCC4CC4)O[C@H](CO)[C@H]2O3)cc1	0.6	-3	7	2
17	CCNC(=O)COC(=O)/C=C/c1cccc(F)c1	0.4	·	0	-1
18	C/C(=N/NC(=O)CNS(=O)(=O)c1ccc(C)cc1)c1cccc([N+](=O)[O-])c1	·	·	-5	0
19	Cc1cccc(NC(=S)NC23CN4CN(CN(C4)C2)C3)c1	·	·	2	5
20	COc1cccc(-c2ccc3c(c2)O[C@H](CN(C)Cc2cncnc2)[C@H](C)CN([C@@H](C)CO)S3(=O)=O)c1	0.2	-3	15	-2

nr	Xi reactivation	RAD52 anneal inh	RAD54 inh	ERp5 block
11	0.4	1	-1	-4
12	0.3	3	-13	0
13	0.0	-3	12	-3
14	0.0	3	·	2
15	-0.8	20	-5	3
16	0.0	-7	-1	7
17	0.0	-6	·	1
18	0.2	-6	3	1
19	0.0	83*	·	0
20	-1.2	13	-2	-8

Following part
nr	smiles	E-selectin induc	esBAF inh	S100A4 MyoIIA	ERAP1 inh
21	C=CCC[C@@H](Cc1ccc(F)cc1)C(=O)OC[C@@H](NC(=O)[C@@H](CC=C)CC(=O)N[C@@H](CO)Cc1ccccc1)C(C)(C)C	·	-64	0	1
22	C/C=C/c1ccc([C@@H]2[C@@H](CO)N(C(=O)NCCC)[C@H]2CNC(=O)C2CC2)cc1	0.2	4	·	·
23	CCOC(=O)N1CCN(c2c(NCCc3ccc(C)cc3)c(=O)c2=O)CC1	-0.1	-4	-2	-4
24	C[C@H]1CCCCO[C@@H](CN(C)C(=O)Nc2ccc(C(F)(F)F)cc2)[C@@H](C)CN([C@@H](C)CO)C(=O)c2cc(NC(=O)Cc3ccccc3)ccc2O1	0.5	3	·	·
25	CN(Cc1nc(-c2cnccn2)no1)Cc1n[nH]c2c1CCCC2	6.0	·	2	-3
26	O=S(=O)(N[C@@H]1CC[C@@H](CCn2cc(C3CC3)nn2)O[C@@H]1CO)c1ccc(Cl)cc1	-0.3	1	-13	2
27	Cc1cccc(OCCC(=O)Nc2ccc(C)c(S(=O)(=O)N3CCOCC3)c2)c1	·	-2	1	0
28	COc1ccc(C(C#N)=Cc2ccccc2OC)cc1	1.9	2	11	0
29	O=C(Nc1cccc(S(=O)(=O)N2CCOCC2)c1)c1cnn2c(C(F)F)cc(-c3ccccc3)nc12	1.4	·	-3	4
30	CN(Cc1ccccc1)C(=O)COc1ccc(C(C)(C)C)cc1	0.1	12	1	1

nr	Xi reactivation	RAD52 anneal inh	RAD54 inh	ERp5 block
21	0.7	-11	14	9
22	0.0	·	3	·
23	-0.1	-3	3	-6
24	-0.1	·	0	·
25	0.0	-10	·	-1
26	-0.2	-1	9	-4
27	0.0	2	0	-9
28	1.1	-3	12	-7
29	-0.1	-11	·	-62
30	0.0	10	8	-4

Additional compounds follow:
nr	smiles	E-selectin induc	esBAF inh	S100A4 MyoIIA	ERAP1 inh
31	CC(=O)N(CCS(=O)(=O)c1ccc(Cl)cc1)Cc1cccs1	·	·	0	-2
32	COC(=O)[C@@]12C[C@@H](CC(=O)NCCc3ccccc3OC)C(=O)N(Cc3cccc4ccccc34)C1=CCC(C)(C)C2	-0.3	·	0	-1
33	COc1ccccc1CC(=O)Nc1ccc(-c2noc(COc3cccc(C)c3C)n2)cc1	-0.2	-1	-1	·
34	Cc1ccc(C(=O)NCc2ccc3c(c2)OCO3)o1	·	-6	-5	5
35	Cc1ccc(S(=O)(=O)N(C)C[C@H]2OCc3ccccc3-c3c(n(C)c4ccccc34)C(=O)N([C@H](C)CO)C[C@@H]2C)cc1	0.1	1	-3	-1
36	COC(=O)c1sc(NC(=O)CSc2nnc(Cn3nnc4ccccc43)n2C)nc1C	-1.2	·	-1	-4
37	CCOc1ccc(S(=O)(=O)NCC2CCCO2)c2ccccc12 (centres undefined)	·	-8	-1	0
38	C[C@@H]1CN([C@H](C)CO)C(=O)c2cccc(NC(=O)Nc3ccc(F)cc3)c2O[C@@H]1CN(C)S(=O)(=O)c1ccc(Cl)cc1	0.0	8	29	3
39	OC[C@@H]1CN(Cc2ccc3c(c2)OCO3)C[C@H](n2cnc3c(N4CCCC4)ncnc32)O1	-0.4	-3	-3	-1
40	CO[C@H]1CN(C)C(=O)c2cc(NC(=O)C3CC3)ccc2OC[C@@H](C)N(C(=O)CN2CCOCC2)C[C@H]1C	0.0	-2	-7	·

nr	Xi reactivation	RAD52 anneal inh	RAD54 inh	ERp5 block
31	0.3	-4	·	0
32	0.8	-6	·	6
33	0.0	-53	-1	3
34	0.1	-10	-2	4
35	0.0	18	11	-1
36	1.1	-3	·	9
37	0.0	-4	11	-2
38	0.1	-9	-1	-1
39	0.1	86*	4	4
40	-0.1	3	2	3

Other entries
nr	smiles	E-selectin induc	esBAF inh	S100A4 MyoIIA	ERAP1 inh
41	CC(C)(Cl)C1Cc2cc3ccc(=O)oc3cc2O1 (centres undefined)	·	33	-2	-3
42	CCN(CC)S(=O)(=O)c1ccc(OC)c(NC(=O)CSCc2c(C)noc2C)c1	-1.6	-1	-2	0
43	O=C(NCc1ccncc1)c1ccc(Oc2ccccc2)cc1	-1.9	·	-2	-1
44	CCOC(=O)c1ccc(-n2nc(C)cc2C)cc1	·	·	8	·
45	CCn1c(Cc2cccs2)nnc1SCC(=O)NC(C)(C)C	·	·	1	7
46	CCOC(=O)N1CCN(S(=O)(=O)c2ccc(C(=O)N(CCN(C)C)c3nc4c(C)cccc4s3)cc2)CC1	0.0	-7	-2	1
47	COc1cc(/C=C(/C#N)C(=O)Nc2ccccc2)ccc1OCc1ccc(C(=O)O)cc1	·	13	7	6
48	CCCc1cn([C@H]2C[C@@H]3O[C@H](CO)CC[C@@H]3O[C@@H]2CCc2ccc(C#CCc3ccccc3)cc2)nn1	·	·	3	0
49	CO[C@@H]1CN(C)C(=O)c2ccc(NC(=O)C3CCC3)cc2OC[C@H](C)N(Cc2ccccn2)C[C@@H]1C	0.0	1	-21	-2
50	O=C(CSc1nc2ccccc2c(=O)[nH]1)Nc1cccc([N+](=O)[O-])c1	-0.1	-4	-3	2

nr	Xi reactivation	RAD52 anneal inh	RAD54 inh	ERp5 block
41	·	-17	-8	-4
42	0.0	-106	18	0
43	0.0	-26	·	-5
44	0.0	-15	·	2
45	0.1	-8	·	4
46	0.1	-2	-7	-3
47	0.2	-53	·	-2
48	·	-3	·	-2
49	0.7	-6	3	2
50	0.2	-7	8	1

A few values from above:
In S100A4 MyoIIA, CCCNC(=O)N[C@H]1C=C[C@H](CC(=O)N2CCN(C)CC2)O[C@H]1CO is entered as 0
In Xi reactivation, CCN(CC)S(=O)(=O)c1ccc(OC)c(NC(=O)CSCc2c(C)noc2C)c1 is entered as 0.0
In Xi reactivation, CCCCn1c(=O)nc2n(-c3ccc(C)cc3)c3ccccc3cc-2c1=O is entered as 0.0
In Xi reactivation, O=c1nc(Nc2ccc(OCc3ccccc3)cc2)sc2ncccc12 is entered as 0.1

(list continues)
nr	smiles	E-selectin induc	esBAF inh	S100A4 MyoIIA	ERAP1 inh
51	O=C(O)CSCC(=O)N1N=C2/C(=C/c3ccccc3)CCCC2C1c1ccccc1 (centres undefined)	0.6	-4	-5	1
52	CC(CC(=O)c1ccccc1)=NCC(O)CN=C(C)CC(=O)c1ccccc1 (centres undefined)	·	·	0	16
53	CN(C(=O)COC(=O)c1ccc(S(=O)(=O)N2CCOCC2)cc1)c1ccccc1	-0.3	1	2	0
54	O=C(O)CC(NC(=O)Cc1ccccc1)c1ccccc1 (centres undefined)	0.2	-6	-2	-1
55	Cn1c(=O)c2[nH]c(Cc3cccc(O)c3)nc2n(C)c1=O	1.2	-2	0	2
56	CCS(=O)(=O)Nc1ccc2c(c1)C(=O)N(C)C[C@H](OC)[C@@H](C)CN(C(=O)COC)[C@H](C)CO2	0.0	-4	-1	1

nr	Xi reactivation	RAD52 anneal inh	RAD54 inh	ERp5 block
51	0.2	-5	-2	3
52	0.1	-17	-15	4
53	0.0	1	6	5
54	-0.1	4	-2	1
55	0.2	-5	0	-1
56	0.2	0	-5	0
